Bioassay records deposited in PubChem by Broad Institute.
NFkB SMM – binders of NF-kB p50 subunit, primary screen, biochemical, small molecule microarray, anti-His fluorescence; Nuclear factor NF-kappa-B p105 subunit (Homo sapiens), P19838; anti-His fluorescence binding; calls only; actives 1.3% (n = 17,000); AID 624139, 2012;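 active means spot fluorescence over background significantly raised, with a chance value under 7% in all four replicate spots of the compound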;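 further: probe protein is his-tagged human p50 processed subunit at 1 µg/ml; raw spot fluorescence signals with no normalization applied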
Target sequence (P19838 1-433 limits assumed): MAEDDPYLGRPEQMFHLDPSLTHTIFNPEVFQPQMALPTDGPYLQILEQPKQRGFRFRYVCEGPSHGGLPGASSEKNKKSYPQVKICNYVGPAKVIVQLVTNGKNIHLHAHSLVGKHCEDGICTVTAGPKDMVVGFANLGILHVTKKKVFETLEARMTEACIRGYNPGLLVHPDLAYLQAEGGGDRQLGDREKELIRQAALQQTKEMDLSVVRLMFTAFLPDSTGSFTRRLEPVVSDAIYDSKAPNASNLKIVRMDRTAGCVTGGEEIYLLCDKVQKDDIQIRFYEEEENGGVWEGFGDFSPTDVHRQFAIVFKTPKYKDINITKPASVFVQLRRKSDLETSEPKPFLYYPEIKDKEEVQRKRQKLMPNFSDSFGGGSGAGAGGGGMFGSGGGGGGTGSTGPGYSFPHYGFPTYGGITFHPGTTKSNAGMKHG
Calls only; i = inactive; + = active, no number. Only part of the results is shown, so the mix of outcomes need not match the whole.

SMILES	NFkB SMM
C[C@H]1CN([C@@H](C)CO)C(=O)Cc2cc(NS(=O)(=O)c3ccccc3)ccc2O[C@@H]1CN(C)C(=O)Nc1ccc(F)cc1	i
c1ccc(-c2nc3ccc(Cc4ccc5nc(-c6ccccn6)c(-c6ccccn6)nc5c4)cc3nc2-c2ccccn2)nc1	i
COc1cc(/C=C\C(=O)O)cc(OC)c1OC	i
COC(=O)c1ccc(C2C(C(=O)c3ccco3)C(=O)C(=O)N2Cc2ccco2)cc1 (stereo not given)	i
O=C(NCc1cccnc1)c1cnn2c(C(F)F)cc(-c3ccccc3)nc12	i
CC(C)NC(=O)N(C)C[C@@H]1Oc2ccc(NC(=O)CCC(F)(F)F)cc2C(=O)N([C@H](C)CO)C[C@H]1C	i
C[C@@H]1CN([C@@H](C)CO)C(=O)c2cc(NC(=O)Nc3ccc4c(c3)OCO4)ccc2O[C@@H]1CN(C)S(=O)(=O)c1cn(C)cn1	i
C[C@H]1CCCCO[C@@H](CN(C)C(=O)C2CCCCC2)[C@@H](C)CN([C@@H](C)CO)C(=O)c2cc(NS(=O)(=O)c3cn(C)cn3)ccc2O1	i
CNC[C@H]1Oc2c(NC(=O)c3nc4ccccc4s3)cccc2C(=O)N([C@H](C)CO)C[C@@H]1C	i
C=CC(C)(C)c1[nH]cnc1/C=C1\NC(=O)C(C(C)C)NC1=O (stereo not given)	i
CCCC(O)C#Cc1cnc2c(c1)C(=O)N([C@H](C)CO)C[C@H](C)[C@H](CN(C)S(=O)(=O)c1ccc(OC)cc1)O2 (stereo not given in full)	i
CNC[C@@H]1Oc2c(NC(=O)Nc3c(C)noc3C)cccc2C(=O)N([C@@H](C)CO)C[C@@H]1C	i
COc1ccc(S(=O)(=O)Nc2cccc3c2O[C@H](CN(C)Cc2ccc4c(c2)OCO4)[C@@H](C)CN([C@@H](C)CO)C3=O)cc1	i
C[C@@H]1O[C@@H](Oc2cc(O)c3c(=O)c(O[C@@H]4O[C@@H](C)[C@H](O)[C@@H](O[C@@H]5OC[C@@H](O)[C@H](O)[C@H]5O)[C@H]4O[C@@H]4O[C@H](CO)[C@@H](O)[C@H](O)[C@H]4O)c(-c4ccc(O)cc4)oc3c2)[C@H](O)[C@H](O)[C@H]1O	i
CCOc1ccc(-n2nc3cc(C)c(NC(=O)c4cc(-n5cnnc5)ccc4Cl)cc3n2)cc1	i
C[C@H](CO)N1C[C@H](C)[C@@H](CN(C)Cc2ccncc2)Oc2c(NC(=O)C3CCOCC3)cccc2C1=O	i
CC1(C)CC2/C(CO)=C\C=C[C@@](C)(O)CC[C@]21O (stereo not given in full)	i
C[C@H](C[C@@H](O)[C@](C)(O)[C@H]1CC[C@@]2(O)C3=CC(=O)[C@@H]4C[C@@H](O)[C@@H](O)C[C@]4(C)C3CC[C@]12C)C(C)(C)O (stereo not given in full)	i
COC(=O)c1c(NC(=O)C2CC=CCC2C(=O)O)sc2c1CCC(c1ccccc1)C2 (stereo not given)	i
C[C@@H]1CN([C@H](C)CO)C(=O)Cc2cc(NC(=O)Nc3ccc(F)cc3)ccc2O[C@@H]1CN(C)S(=O)(=O)c1ccccc1	i
Cc1noc(C)c1S(=O)(=O)Nc1ccc2c(c1)CC(=O)N([C@H](C)CO)C[C@H](C)[C@H](CN(C)C(=O)Nc1ccccc1)O2	i
C[C@@H]1CN([C@@H](C)CO)C(=O)c2cccc(NC(=O)Nc3ccc(C(F)(F)F)cc3)c2O[C@H]1CN(C)S(=O)(=O)c1ccc(Cl)cc1	i
C=CC[C@]1(C(=O)NCCN2CCOCC2)COC(c2ccc(OCCCO)cc2)=N1	i
Cc1ccc(S(=O)(=O)N[C@@H](Cc2ccccc2)C(=O)CCl)cc1	i
Clc1cnccn1	i
C/C=C(/C)C(=O)O[C@@H]1Cc2c(ccc3ccc(=O)oc23)OC1(C)C	i
CCCCC[C@H](O)/C=C/[C@H]1C=CC(=O)[C@@H]1CCCCCCC(=O)O	i
Cc1c(C)c2c(c(C)c1O)CCC(C)(C(=O)O)O2 (stereo not given)	i
O=C(CSc1nnnn1-c1ccccc1)Nc1ccc(-c2nc3ccccc3s2)cc1	i
Cc1noc(C)c1NC(=O)N(C)C[C@H]1OCCCC[C@H](C)Oc2ccc(NS(=O)(=O)c3cccs3)cc2C(=O)N([C@H](C)CO)C[C@@H]1C	i
COc1ccccc1CN1C(=O)c2ccccc2[C@@]2(Cc3ccccc3N(CCN3CCOCC3)C2=O)[C@@H]1c1ccc(CO)cc1	i
NCCCCCCNC(=O)[C@@H]1C[C@@H]2C(=O)N[C@@H](Cc3ccccc3)C(=O)N2[C@@H]1c1ccc(O)cc1	i
O=C(Nc1ccccc1)C12CC1/C(=N\O)c1ccccc1O2 (stereo not given)	i
C[C@H]1CCCCO[C@@H](CN(C)C)[C@@H](C)CN([C@@H](C)CO)C(=O)c2cc(NS(=O)(=O)c3cn(C)cn3)ccc2O1	i
C[C@H]1CCCCO[C@H](CN(C)Cc2ccccc2)[C@@H](C)CN([C@@H](C)CO)C(=O)c2cc(NC(=O)Nc3ccc4c(c3)OCO4)ccc2O1	i
CCOc1ccc2nc(Nc3nc(C)cc(=O)[nH]3)nc(C)c2c1	i
C[C@H](CO)N1C[C@H](C)[C@H](CN(C)C(=O)CCCN(C)C)OCCCC[C@H](C)Oc2ccc(NS(=O)(=O)c3ccccc3)cc2C1=O	i
CCn1c(SCC(=O)Nc2ccccc2OC)nnc1-c1ccco1	i
C[C@@H]1CCCCO[C@@H](CN(C)C(=O)Nc2cccc3ccccc23)[C@@H](C)CN([C@@H](C)CO)C(=O)c2cc(N(C)C)ccc2O1	i
Nc1nc(NCCc2ccc(O)cc2)nc2nc(-c3ccco3)nn12	i
COc1ccc(S(=O)(=O)N(C)C[C@H]2OCCCC[C@@H](C)Oc3ccc(NS(=O)(=O)c4ccccc4)cc3C(=O)N([C@H](C)CO)C[C@@H]2C)cc1	i
C[C@H]1CN([C@@H](C)CO)C(=O)Cc2cc(NC(=O)Cc3cn(C)c4ccccc34)ccc2O[C@@H]1CN(C)S(=O)(=O)c1cn(C)cn1	i
CC(C)NC(=O)Nc1ccc2c(c1)C(=O)N([C@@H](C)CO)C[C@H](C)[C@@H](CN(C)C(=O)Nc1ccccc1)OCCCC[C@@H](C)O2	+
C[C@@H]1CN([C@@H](C)CO)C(=O)Cc2cc(NC(=O)C3CC3)ccc2O[C@H]1CN(C)Cc1ccc(Cl)c(Cl)c1	i
C[C@H](CO)N1C[C@H](C)[C@H](CN(C)C(=O)c2ccc(N3CCN(C)CC3)cc2)OCc2cn(nn2)CCCC1=O	i

Shown bar-delimited: entries from further up
smiles | NFkB SMM
NCCCCCCNC(=O)[C@@H]1C[C@@H]2C(=O)N[C@@H](Cc3ccccc3)C(=O)N2[C@@H]1c1ccc(O)cc1 | i
O=C(Nc1ccccc1)C12CC1/C(=N\O)c1ccccc1O2 (stereo not given) | i
C[C@H]1CCCCO[C@@H](CN(C)C)[C@@H](C)CN([C@@H](C)CO)C(=O)c2cc(NS(=O)(=O)c3cn(C)cn3)ccc2O1 | i
C[C@H]1CCCCO[C@H](CN(C)Cc2ccccc2)[C@@H](C)CN([C@@H](C)CO)C(=O)c2cc(NC(=O)Nc3ccc4c(c3)OCO4)ccc2O1 | i
CCOc1ccc2nc(Nc3nc(C)cc(=O)[nH]3)nc(C)c2c1 | i
C[C@H](CO)N1C[C@H](C)[C@H](CN(C)C(=O)CCCN(C)C)OCCCC[C@H](C)Oc2ccc(NS(=O)(=O)c3ccccc3)cc2C1=O | i
CCn1c(SCC(=O)Nc2ccccc2OC)nnc1-c1ccco1 | i
C[C@@H]1CCCCO[C@@H](CN(C)C(=O)Nc2cccc3ccccc23)[C@@H](C)CN([C@@H](C)CO)C(=O)c2cc(N(C)C)ccc2O1 | i
Nc1nc(NCCc2ccc(O)cc2)nc2nc(-c3ccco3)nn12 | i
COc1ccc(S(=O)(=O)N(C)C[C@H]2OCCCC[C@@H](C)Oc3ccc(NS(=O)(=O)c4ccccc4)cc3C(=O)N([C@H](C)CO)C[C@@H]2C)cc1 | i
C[C@H]1CN([C@@H](C)CO)C(=O)Cc2cc(NC(=O)Cc3cn(C)c4ccccc34)ccc2O[C@@H]1CN(C)S(=O)(=O)c1cn(C)cn1 | i

(next part)
SMILES	NFkB SMM
Nc1cc(N)nc(SCC(=O)N(c2ccccc2)c2ccccc2)n1	i
C[C@H](CO)N1C[C@H](C)[C@@H](CN(C)C(=O)Nc2ccc(F)cc2)Oc2ccc(NC(=O)c3ccncc3)cc2C1=O	i
C=CCN1CCc2c(cc(O)c(O)c2Cl)C(c2ccccc2)C1 (stereo not given)	i
CC(=O)N[C@H]1[C@H](O[C@H]2CC[C@@]3(C)C(CC[C@]4(C)C3CC=C3[C@@H]5CC(C)(C)CC[C@]5(C(=O)OC5OCC(O)C(O)C5O)C(O)C[C@]34C)C2(C)C)O[C@H](COC2OCC(O)C(OC3OCC(O)C(O)C3O)C2O)[C@@H](O[C@@H]2O[C@@H](C)[C@H](O)[C@@H](O)[C@H]2O[C@@H]2O[C@@H](C)[C@H](O)[C@@H](O)[C@H]2O)[C@@H]1O (stereo not given in full)	i
C[C@@H]1CN([C@@H](C)CO)C(=O)c2cccc(NS(=O)(=O)c3ccccc3)c2O[C@H]1CN(C)C(=O)Nc1ccccc1	i
CN([NH2+][O-])c1cc(O)ccc1O	i
C=CCn1c(SCC(=O)O)nnc1-c1cccc(C)c1	i
CCn1c(NCCCO)nc2ccccc21	i
C[C@@H]1CN([C@@H](C)CO)C(=O)c2cccc(NC(=O)C3CCOCC3)c2O[C@H]1CN(C)Cc1ccc(Oc2ccccc2)cc1	i
C#CCNC(=O)C1=C[C@H](c2csc3ccccc23)C[C@H](OCCCCO)O1	i
Cc1noc(C)c1S(=O)(=O)N(C)C[C@@H]1Oc2ccc(NC(=O)Nc3ccccc3)cc2CC(=O)N([C@H](C)CO)C[C@@H]1C	i
COc1ccc(F)cc1S(=O)(=O)Nc1cccc(S(=O)(=O)N2CC3(C)CC2CC(C)(C)C3)c1 (stereo not given)	i
CNC[C@H]1OCCCC[C@@H](C)Oc2ccc(NC(=O)Nc3c(C)noc3C)cc2C(=O)N([C@H](C)CO)C[C@@H]1C	i
CC(C)NC(=O)Nc1cccc2c1O[C@@H](CN(C)Cc1ccc(Cl)c(Cl)c1)[C@H](C)CN([C@@H](C)CO)C2=O	i
COc1ccc(CN(C)C[C@H]2Oc3c(NC(=O)c4ccncc4)cccc3C(=O)N([C@@H](C)CO)C[C@@H]2C)cc1	i
COc1ccc(OC)c(NC(=O)c2ccc(CSc3nnc(C)s3)cc2)c1	i
COc1ccc(S(=O)(=O)N(C)C[C@@H]2Oc3c(NS(C)(=O)=O)cccc3C(=O)N([C@H](C)CO)C[C@H]2C)cc1	i
Cc1noc(C)c1S(=O)(=O)Nc1ccc2c(c1)C(=O)N([C@@H](C)CO)C[C@@H](C)[C@@H](CN(C)C(=O)c1ccncc1)OCCCC[C@@H](C)O2	i
c1cc(-c2cnn3cc(-c4ccc(OCCN5CCCCC5)cc4)cnc23)ccn1	i
CC(C)(C)[C@H]1C=C(C(=O)O)O[C@@H](OCc2ccc(CO)cc2)C1	i
C[C@H](CO)N1C[C@H](C)[C@H](CN(C)C)Oc2ccc(NC(=O)NC3CCCCC3)cc2C1=O	i
CS(=O)(=O)c1ccc(-c2cc(Br)sc2-c2ccc(F)cc2)cc1	i
CS(=O)(=O)N(CC(=O)Nc1cccc([N+](=O)[O-])c1)c1ccc2c3c(cccc13)CC2	i
O=C(Nc1ccccc1C(=O)NCc1cccnc1)c1ccc(Cl)cc1Cl	i
CC(C)=CCCC(C)(OC1OC(COC2OC(CO)C(O)C2O)C(O)C(O)C1O)C1CCC2(C)C1C(O)CC1C3(C)CCC(OC4OC(CO)C(O)C(O)C4OC4OC(CO)C(O)C(O)C4O)C(C)(C)C3CCC12C (stereo not given)	i
C[C@@H]1CCCCO[C@H](CN(C)C)[C@@H](C)CN([C@@H](C)CO)C(=O)c2cc(NS(=O)(=O)c3cccs3)ccc2O1	i
COC(=O)C1=C[C@@H](O)[C@@H](O)[C@H](O[C@@H]2O[C@H](CO)[C@@H](O)[C@H](O)[C@H]2OC(=O)/C=C/c2ccccc2)C1	i
CC(=O)c1c(C)oc(NC(=O)Cn2cnc3ccccc3c2=O)c1C#N	i
Cc1noc(C)c1NC(=O)Nc1ccc2c(c1)CC(=O)N([C@H](C)CO)C[C@H](C)[C@@H](CN(C)S(=O)(=O)c1cn(C)cn1)O2	i
C[C@H](CO)N1C[C@H](C)[C@H](CN(C)C(=O)c2ccccc2)OCc2cnnn2CCCC1=O	i
CNC[C@H]1OCCCC[C@@H](C)Oc2ccc(NC(=O)c3ccncc3)cc2C(=O)N([C@@H](C)CO)C[C@H]1C	i
CCCCCC(O)CC(O)CCc1ccc(O)c(OC)c1 (stereo not given)	i
C[C@@H]1CN([C@H](C)CO)C(=O)CCCn2cc(nn2)CO[C@@H]1CN(C)CC1CCCCC1	i
C[C@@H]1CN([C@H](C)CO)C(=O)c2cccc(NC(=O)c3ccncc3)c2O[C@@H]1CN(C)Cc1ccc(C(=O)O)cc1	i
COc1cc([C@H]2Oc3c(OC)cc(/C=C/CO)cc3[C@H]2CO)ccc1OC1OC(CO)C(O)C(O)C1O (stereo not given in full)	i
C[C@H]1CN([C@@H](C)CO)C(=O)c2cccc(NS(=O)(=O)c3cn(C)cn3)c2O[C@@H]1CN(C)C	i
CC(C(=O)Nc1cc(Cl)ccc1O)N1C(=O)c2ccccc2C1=O (stereo not given)	i
COc1ccc(CN(C)C[C@H]2Oc3ccc(NC(=O)Nc4c(C)noc4C)cc3CC(=O)N([C@H](C)CO)C[C@@H]2C)cc1	i
C[C@@H]1CN([C@H](C)CO)C(=O)c2cccc(NC(=O)c3nc4ccccc4s3)c2O[C@H]1CN(C)C(=O)NC1CCCCC1	i
COCCCN1C(=O)[C@@]2(Cc3ccccc31)c1ccccc1C(=O)N(Cc1ccccc1)[C@H]2c1ccc(CO)cc1	i
CN(C)CCN(Cc1ccccc1)c1ccccn1	i
